NOD2 inhibition: inhibition of NOD2-driven NF-kB reporter – cell-based, luminescence, uHTS, HEK293 (AID 1566); HEK293 NOD2/NF-kB luciferase reporter, luminescence; higher % means a stronger effect; one-dose inhibition, % at 4 µM; EC50 in µM for titrated hits; 290,000 compounds, 0.63% hits; note: many of its hits are not listed in these tables
PMI inhibitors: MPI enzyme activity inhibition – biochemical, fluorescence intensity, coupled assay, primary screen (AID 1209). purified PMI enzyme, coupled fluorescence intensity; higher % means a stronger effect. inhibition, % at 20 µM, or IC50 in µM where a hit was titrated. 190,000 compounds, 0.42% hits;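 note: plate controls were DMSO vehicle for no effect and wells lacking substrate for full effect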
NOD1 inhibition: inhibition of NOD1-driven NF-kB reporter – cell-based, luminescence, uHTS, primary screen (AID 1578) | 290,000 compounds, 1% hits | NOD1-driven NF-kB luciferase reporter cells, luminescence; higher % means a stronger effect | one-dose inhibition, % at 4 µM; EC50 in µM for titrated hits; in the data active = inhibition mostly above about 36%, no sharp cut-off; inactive = mostly below about 34%;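 note: HEK-293T reporter cells stimulated with the NOD1 agonist gamma-tri-DAP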
LYP inhibition: inhibitors of LYP phosphatase, biochemical, fluorescence intensity, uHTS (AID 1779); recombinant LYP phosphatase, fluorescence intensity; higher % means a stronger effect; one-dose inhibition, % at 11.5 µM; IC50 in µM for titrated hits; 290,000 compounds, 0.054% hits;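 note: plate controls were vehicle with enzyme for no effect and no enzyme for full effect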
KOR beta-arrestin-1: KOR agonists, beta-arrestin recruitment, primary screen, cell-based, luminescence, uHTS (AID 1777). one-dose activation, % at 10 µM; EC50 in µM for titrated hits. 280,000 compounds, 0.02% hits. KOR beta-arrestin recruitment, luminescence; higher % means a stronger effect; in the data active = activation above about 50%, passing the limit was not always enough; note: a part of the inactive calls stands beside numbers as strong as those of hits
TNAP activators: stimulation of alkaline phosphatase TNAP activity – biochemical, luminescent, no phosphate acceptor, uHTS, primary screen (AID 1001). purified TNAP, luminescent activation assay, no phosphate acceptor; higher activation fold means a stronger effect. one-dose activation fold at 20 µM; EC50 in µM for titrated hits. 200,000 compounds, 0.03% hits; in the data active = activation fold from about 3, or a potency from the dose series; inactive = the rest, 99 in 100 with activation fold below about 1.6; note: many of its hits are not listed in these tables
KOR beta-arrestin-2: kappa opioid receptor blockers – cell-based, luminescence, uHTS (AID 1778); KOR beta-arrestin recruitment, luminescence, antagonist mode; higher % means a stronger effect; inhibition, % at 10 µM, or IC50 in µM where a hit was titrated; 290,000 compounds, 0.091% hits; note: strong numbers were not always called active
human PMI inhibitors: human PMI inhibitors, high substrate, primary screen, biochemical, fluorescence intensity, high mannose 6-phosphate (AID 1220) | recombinant PMI enzyme, coupled fluorescence intensity; higher % means a stronger effect | inhibition, % at 20 µM; hits with a dose series show IC50 in µM | 190,000 compounds, 0.66% hits
XIAP antagonists: XIAP antagonists, biochemical, IAP family, fluorescence polarization (AID 1018). 200,000 compounds, 0.007% hits. one-dose displacement, % at 20 µM; IC50 in µM for titrated hits. XIAP BIR domain, fluorescence polarization peptide displacement; higher % means a stronger effect; in the data active = displacement above about 50%; note: a part of the inactive calls stands beside numbers as strong as those of hits
* hit, by the source's call; / = not tested or not shown; [ ] = dose if it differs, or a comment. Cut-off read from the data, not from the text of the source, unless noted: active = inhibition above about 50%; inactive = the rest. This is a subset (hit frequency here may not be typical).

SMILES | NOD2 inhibition | PMI inhibitors | NOD1 inhibition | LYP inhibition | KOR beta-arrestin-1 | TNAP activators | KOR beta-arrestin-2 | human PMI inhibitors | XIAP antagonists
CN(Cc1ccccc1)C(=O)CC(c1ccccc1)c1cc(Cl)ccc1O (configuration not stated) | 30% | 11% | -3% | 7% | 1.2% | 1.1 | -5% | 4% | -0.3%
COc1ccc2c(c1)c(CC(=O)NCc1cc([N+](=O)[O-])ccc1O)c(C)n2C(=O)c1ccc(Cl)cc1 | 11% | / | 32% | 3% | -6.2% | / | 14% | / | /
O=C(CCS(=O)(=O)c1ccccc1)Nc1nnc(C(F)(F)F)s1 | -3% | / | -43% | -11% | -1.0% | / | -24% | / | /
O=S(=O)(NC1CCCCC1)c1ccc(Cl)s1 | 5% | 12% | 7% | 3% | 1.5% | 1.1 | -18% | 3% | -5.1%
CC(C)c1ccc(C(=O)NN2CCOCC2)cc1 | 4% | / | -28% | -5% | -1.7% | / | 3% | / | /
CCCC(=O)Nc1nc2nc(-c3ccccc3)cc(=O)n2[nH]1 | -2% | -1% | 17% | -5% | 6.1% | 1 | -29% | -18% | -3.6%
C#CCOCCOCCOCCNc1nc(N2CCOCC2)nc(N2CCN(C(=O)[C@H](Cc3ccc(O)cc3)n3cc([C@@H](N)C(C)CC)nn3)CC2)n1 (some centres not stated) | 3% | -16% | -10% | -10% | -0.4% | 1.1 | 0% | -11% | -3.0%
Cn1cccc1Cc1nnc(SCC(N)=O)n1CCc1ccccc1 | 4% | 2% | -24% | -6% | -1.8% | 1 | 18% | 5% | -3.4%
Cn1cc(S(=O)(=O)Nc2ccc(Cl)cc2Cl)c(=O)n(C)c1=O | -1% | / | -5% | -3% | -0.5% | / | -4%[20 µM] | / | /
O=C(COc1ccc(F)cc1Br)N1CCc2ccccc21 | -165% | 3% | -59% | 2% | 0.0% | 1.1 | 24% | 0% | -6.6%
CN1C/C(=N\S(=O)(=O)c2ccccc2)N(C)C1=O | -19% | -8% | -34% | -3% | 3.3% | 1.1 | 14% | -6% | -3.3%
CC1=NN(c2ccc([N+](=O)[O-])cc2)C(c2ccccc2)C1 (configuration not stated) | -33% | -12% | 17% | 0% | -0.4% | 1 | 20% | 7% | -7.7%
COC(=O)c1cc(S(=O)(=O)NCCc2ccc(Cl)cc2)c[nH]1 | 28% | / | -13% | -4% | -3.6% | / | -14%[20 µM] | / | /
CC(=O)c1ccc(-n2c(C)ccc2-c2ccccc2)cc1 | 5% | -3% | -38% | 0% | 4.3% | 1 | -6% | -2% | 1.2%
CCC(=O)N1CCc2cc(S(=O)(=O)NC(Cc3ccccc3)C(=O)Nc3nccs3)ccc21 (configuration not stated) | 11% | 0% | -25% | -4% | -3.2% | 1 | 29% | 5% | -3.2%
CN1CCN(C(=O)/C=C\C(=O)O)CC1 | -6% | 12% | -13% | -6% | -2.6% | 1.2 | 29% | -3% | -4.5%
CCOC(=O)c1nn(-c2cccc(Cl)c2)c2nc(Nc3ccccc3)cc(=O)n12 | 7% | 6% | -26% | 7% | 0.8% | 1 | -23% | 7% | -1.9%
C/C(=C\c1ccccc1)CN1CCC(C(=O)N2CCC(C)CC2)CC1 | 7% | -14% | -11% | -6% | -4.6% | 1.1 | -3% | -8% | -2.9%
COc1ccc(S(=O)(=O)N2CCC(C(=O)Nc3ccc4c(c3)OCCO4)CC2)cc1OC | 2% | -1% | 1% | -5% | 0.5% | 1.1 | -33% | 1% | -2.6%
Cc1cc(N2CCN(c3nnnn3-c3ccccc3)CC2)n2ncnc2n1 | 0% | 2% | 1% | -5% | 2.7% | 1.1 | 0% | -2% | 0.8%
O=C(COc1cccc(Cl)c1)Nc1cc(S(=O)(=O)N2CCOCC2)ccc1N1CCOCC1 | 23% | / | 2% | 0% | -0.5% | / | 18% | / | /
COc1cc2c(c3oc(-c4ccccc4)cc(=O)c13)C=CC(C)(C)O2 | 11% | 5% | 6% | 1% | 7.7% | 1 | -44% | 3% | -6.8%
CCN(CC)S(=O)(=O)c1ccc(N2CCCC2)c(NC(=O)c2ccncc2)c1 | 8% | / | 9% | -5% | -1.2% | / | 11% | / | /
CNC(=O)NNC(=O)c1csc(-c2ccc(C(F)(F)F)cc2Cl)n1 | 14% | / | 4% | -3% | 1.9% | / | -49% | / | /
O=C(Nc1ccccc1-c1ccccc1)C1CCCCC1 | 1% | 4% | -23% | -6% | -4.4% | 1.1 | 1% | -6% | 0.4%
Continued:
SMILES | NOD2 inhibition | PMI inhibitors | NOD1 inhibition | LYP inhibition | KOR beta-arrestin-1 | TNAP activators | KOR beta-arrestin-2 | human PMI inhibitors | XIAP antagonists
COc1cc([N+](=O)[O-])ccc1Nc1nc(C)cc(C)n1 | -15% | -4% | -27% | -9% | -2.7% | 1 | -12%[20 µM] | 13% | -3.7%
NC(=O)[C@@H]1CCCN1Cc1c(C(=O)N2CCc3ccccc3C2)nc2ccc(Cl)cn12 | 5% | / | -28% | -4% | -1.8% | / | 6% | / | /
COc1cc(-c2cc(C(=O)OCC(=O)Nc3ccc4c(c3)OCO4)c3ccccc3n2)cc(OC)c1OC | 4% | 15% | -16% | -3% | 9.5% | 1 | 1% | 18% | -1.2%
Cc1sc2nc(CSCC(=O)NC(C)(C)C)[nH]c(=O)c2c1C | 7% | -29% | -24% | -1% | -0.5% | 1 | -12% | -35% | -7.2%
Cc1cc(C)n(-c2ccc(NC(=O)C3CCCCN3C(=O)c3cc(C)oc3C)cc2)n1 (configuration not stated) | -1% | / | -30% | -8% | 3.2% | / | -48% | / | /
Cc1ccc2c(=O)cc(C(=O)NC3CCS(=O)(=O)C3)oc2c1 (configuration not stated) | 5% | / | -12% | -10% | -8.4% | / | -29% | / | /
CCOC(=O)N1CCN(C(=O)C(=O)NNC(=O)COc2ccc(Cl)cc2)CC1 | 13% | 7% | -14% | -8% | -0.3% | 1.5 | 26% | 11% | -5.4%
CCC(=O)Nc1ccc2nc(SCC(=O)N3CCOCC3)sc2c1 | 11% | 6% | -20% | -10% | -6.2% | 1 | 3% | 6% | -9.6%
O=C(O)Cn1cc(/C=C2/SC(=O)N(CC(=O)N3CCCCCC3)C2=O)c2ccccc21 | -20% | -28% | -22% | 0% | -5.9% | 1.1 | 21% | -8% | -3.0%
COc1ccc(NC(=O)c2ccc3c(c2)n(C)c(=O)n3C)cc1 | 11% | 0% | -8% | -8% | 0.4% | 1.1 | 6% | 8% | -7.2%
Cc1c(NC(=O)C(=O)/C=C(\O)c2ccc(Cl)cc2)c(=O)n(-c2ccccc2)n1C | 17% | -3% | -11% | -6% | 2.3% | 1.1 | 15% | 4% | -4.5%
CCOC(=O)c1c(NC(=O)c2ccc(S(=O)(=O)N3CCOCC3)cc2)sc2c1CCN(C(C)C)C2 | 13% | / | -22% | -6% | -0.1% | / | -5% | / | /
COC(=O)Cc1ccc(NC(=S)NCCCO)cc1 | 20% | 0% | 13% | -2% | -0.1% | 1.1 | -8% | 1% | -2.6%
COc1ccc(CNC(=O)c2nn(-c3ccccc3)cc2OC)cc1 | 9% | / | 28% | -5% | 3.4% | / | -36% | / | /
CC1CCN(c2cc(N3CCOCC3)c(F)cc2[N+](=O)[O-])CC1 | 6% | 9% | 13% | -11% | -1.3% | 1 | -5% | 7% | -1.5%
O=C(NC(=O)N1CCN(c2cccc(Cl)c2)CC1)c1ccccc1 | -41% | -8% | -22% | -4% | 1.6% | 1 | -43% | -2% | -11%
COc1ccc(/C=C(\C#N)C(=O)Nc2cc(S(=O)(=O)N3CCOCC3)ccc2N2CCCC2)cc1 | 10% | 48% | -29% | 15% | 11% | 1.1 | 14% | 19% | -9.3%
COC(=O)CN(c1ccc(C)cc1)S(=O)(=O)c1ccc2c(c1)n(C)c(=O)c(=O)n2C | -1% | 4% | 7% | 5% | 2.3% | 0.9 | -15% | 0% | -4.8%
COc1ccc(S(=O)(=O)NNC(=O)C2CC(c3cccnc3)=NO2)cc1 (configuration not stated) | 3% | -14% | -25% | -10% | -3.6% | 1.1 | -18% | -11% | -12%
Cc1ccc(C(=O)NCCC(=O)NCc2cc(=O)n(C)c(=O)n2C)cc1 | 8% | / | -11% | -9% | 18% | / | -11% | / | /
O=C1N=C(N2CCCC2)S/C1=C\c1ccccc1 | 13% | -13% | -24% | 2% | 6.6% | 1 | -17% | -6% | -9.2%
CCOC(=O)Cn1c(=NC(=O)CC)sc2c(C)cc(C)cc21 | 16% | / | -2% | -4% | 5.6% | / | -10% | / | /
CCOc1ccc(S(=O)(=O)N2CCC(C(=O)N3CCN(c4ccccc4F)CC3)CC2)cc1C | 7% | / | -15% | 0% | 7.1% | / | -2% | / | /
O=C1CC[C@@H](CN(Cc2ccccn2)Cc2nc(Cc3ccccc3)no2)N1 | 14% | 1% | -18% | -3% | -0.9% | 1.1 | -39% | -12% | -2.6%
CCCOc1cc(C)c(S(=O)(=O)NC2CC(C)(C)NC(C)(C)C2)cc1C | 5% | -3% | -45% | -4% | 0.4% | 1.1 | 4% | 1% | 0.8%

Complete entries, looked up by structure. Screens in order: NOD2 inhibition, PMI inhibitors, NOD1 inhibition, LYP inhibition, KOR beta-arrestin-1, TNAP activators, KOR beta-arrestin-2, human PMI inhibitors, XIAP antagonists
O=C(NC(=O)N1CCN(c2cccc(Cl)c2)CC1)c1ccccc1 is listed with -41%, -8%, -22%, -4%, 1.6%, 1, -43%, -2%, -11%
COc1ccc(/C=C(\C#N)C(=O)Nc2cc(S(=O)(=O)N3CCOCC3)ccc2N2CCCC2)cc1 is listed with 10%, 48%, -29%, 15%, 11%, 1.1, 14%, 19%, -9.3%
CCC(=O)Nc1ccc2nc(SCC(=O)N3CCOCC3)sc2c1 is listed with 11%, 6%, -20%, -10%, -6.2%, 1, 3%, 6%, -9.6%

The listing continues.
SMILES | NOD2 inhibition | PMI inhibitors | NOD1 inhibition | LYP inhibition | KOR beta-arrestin-1 | TNAP activators | KOR beta-arrestin-2 | human PMI inhibitors | XIAP antagonists
CC(C)(C)C(=O)Nc1ccc(C(=O)N/N=C/c2ccccc2OC(=O)c2ccc(Cl)cc2)cc1 | 9% | -2% | 47% | 8% | 3.2% | 1.1 | -7% | -9% | -9.0%
CCCn1c(=O)c2[nH]cnc2n(-c2ccc(Cl)cc2)c1=O | 21% | / | -8% | -1% | 3.0% | / | 29% | / | /
CCOC(=O)C1(CCOC)CCN(CC(C)Cc2ccc3c(c2)OCO3)CC1 (configuration not stated) | -7% | / | -11% | -7% | -3.7% | / | 8% | / | /
CCCc1oc(C(=O)O)cc1CN1CCOCC1 | 14% | -14% | 10% | -4% | 4.1% | 1.1 | -8% | -20% | -8.0%
O=C(NCCc1ccc(Cl)cc1)C(=O)c1c[nH]c2ccccc12 | 43% | / | -7% | 0% | -2.9% | / | -17% | / | /
COc1ccnc(NCc2ccc(Cl)cc2)c1C#N | -10% | 21% | -17% | 0% | -3.2% | 1 | 2% | 17% | -7.2%
COCCn1c(=S)[nH]c2cc(C(=O)N3CC(C)CC(C)C3)ccc2c1=O (configuration not stated) | 29% | / | 23% | -12% | 4.8% | / | -4% | / | /
CNC(=O)[C@H](C)[C@@H]1C[C@@]1(C)[C@@H](NC(=O)OCc1ccccc1)c1ccccc1 | 17% | 1% | -10% | -4% | -1.5% | 1 | 1% | 6% | -10%
CCOC(=O)CN1N=C(c2ccc(Cl)s2)CSC1=O | 0% | 10% | -4% | 1% | 17% | 1.1 | -29% | 12% | -5.1%
CCCn1c(SCC(=O)Nc2ccc(Cl)cc2)n[nH]c1=O | -4% | -14% | -41% | 2% | 11% | 0.9 | -22% | -4% | -5.8%
CCOc1ccc(C(=O)NC(C(=O)NCCc2ccc(OC(F)F)cc2)C(C)C)cc1 (configuration not stated) | -3% | / | 2% | -7% | 1.4% | / | -20% | / | /

Screening data deposited in PubChem BioAssay by Sanford-Burnham Center for Chemical Genomics.
